mHTT CaM bind: mutant huntingtin-calmodulin interaction inhibitors – biochemical, AlphaScreen, primary screen; AlphaScreen His-mHTT/GST-CaM binding, luminescence; AID 1671202, 2021; inhibition, % at 15 µM; hit rate 3.6% among 190,000; P42858;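 also: 0% = both proteins with DMSO and 100% = one protein alone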
Target sequence (P42858 whole entry, looked up, stated change not applied): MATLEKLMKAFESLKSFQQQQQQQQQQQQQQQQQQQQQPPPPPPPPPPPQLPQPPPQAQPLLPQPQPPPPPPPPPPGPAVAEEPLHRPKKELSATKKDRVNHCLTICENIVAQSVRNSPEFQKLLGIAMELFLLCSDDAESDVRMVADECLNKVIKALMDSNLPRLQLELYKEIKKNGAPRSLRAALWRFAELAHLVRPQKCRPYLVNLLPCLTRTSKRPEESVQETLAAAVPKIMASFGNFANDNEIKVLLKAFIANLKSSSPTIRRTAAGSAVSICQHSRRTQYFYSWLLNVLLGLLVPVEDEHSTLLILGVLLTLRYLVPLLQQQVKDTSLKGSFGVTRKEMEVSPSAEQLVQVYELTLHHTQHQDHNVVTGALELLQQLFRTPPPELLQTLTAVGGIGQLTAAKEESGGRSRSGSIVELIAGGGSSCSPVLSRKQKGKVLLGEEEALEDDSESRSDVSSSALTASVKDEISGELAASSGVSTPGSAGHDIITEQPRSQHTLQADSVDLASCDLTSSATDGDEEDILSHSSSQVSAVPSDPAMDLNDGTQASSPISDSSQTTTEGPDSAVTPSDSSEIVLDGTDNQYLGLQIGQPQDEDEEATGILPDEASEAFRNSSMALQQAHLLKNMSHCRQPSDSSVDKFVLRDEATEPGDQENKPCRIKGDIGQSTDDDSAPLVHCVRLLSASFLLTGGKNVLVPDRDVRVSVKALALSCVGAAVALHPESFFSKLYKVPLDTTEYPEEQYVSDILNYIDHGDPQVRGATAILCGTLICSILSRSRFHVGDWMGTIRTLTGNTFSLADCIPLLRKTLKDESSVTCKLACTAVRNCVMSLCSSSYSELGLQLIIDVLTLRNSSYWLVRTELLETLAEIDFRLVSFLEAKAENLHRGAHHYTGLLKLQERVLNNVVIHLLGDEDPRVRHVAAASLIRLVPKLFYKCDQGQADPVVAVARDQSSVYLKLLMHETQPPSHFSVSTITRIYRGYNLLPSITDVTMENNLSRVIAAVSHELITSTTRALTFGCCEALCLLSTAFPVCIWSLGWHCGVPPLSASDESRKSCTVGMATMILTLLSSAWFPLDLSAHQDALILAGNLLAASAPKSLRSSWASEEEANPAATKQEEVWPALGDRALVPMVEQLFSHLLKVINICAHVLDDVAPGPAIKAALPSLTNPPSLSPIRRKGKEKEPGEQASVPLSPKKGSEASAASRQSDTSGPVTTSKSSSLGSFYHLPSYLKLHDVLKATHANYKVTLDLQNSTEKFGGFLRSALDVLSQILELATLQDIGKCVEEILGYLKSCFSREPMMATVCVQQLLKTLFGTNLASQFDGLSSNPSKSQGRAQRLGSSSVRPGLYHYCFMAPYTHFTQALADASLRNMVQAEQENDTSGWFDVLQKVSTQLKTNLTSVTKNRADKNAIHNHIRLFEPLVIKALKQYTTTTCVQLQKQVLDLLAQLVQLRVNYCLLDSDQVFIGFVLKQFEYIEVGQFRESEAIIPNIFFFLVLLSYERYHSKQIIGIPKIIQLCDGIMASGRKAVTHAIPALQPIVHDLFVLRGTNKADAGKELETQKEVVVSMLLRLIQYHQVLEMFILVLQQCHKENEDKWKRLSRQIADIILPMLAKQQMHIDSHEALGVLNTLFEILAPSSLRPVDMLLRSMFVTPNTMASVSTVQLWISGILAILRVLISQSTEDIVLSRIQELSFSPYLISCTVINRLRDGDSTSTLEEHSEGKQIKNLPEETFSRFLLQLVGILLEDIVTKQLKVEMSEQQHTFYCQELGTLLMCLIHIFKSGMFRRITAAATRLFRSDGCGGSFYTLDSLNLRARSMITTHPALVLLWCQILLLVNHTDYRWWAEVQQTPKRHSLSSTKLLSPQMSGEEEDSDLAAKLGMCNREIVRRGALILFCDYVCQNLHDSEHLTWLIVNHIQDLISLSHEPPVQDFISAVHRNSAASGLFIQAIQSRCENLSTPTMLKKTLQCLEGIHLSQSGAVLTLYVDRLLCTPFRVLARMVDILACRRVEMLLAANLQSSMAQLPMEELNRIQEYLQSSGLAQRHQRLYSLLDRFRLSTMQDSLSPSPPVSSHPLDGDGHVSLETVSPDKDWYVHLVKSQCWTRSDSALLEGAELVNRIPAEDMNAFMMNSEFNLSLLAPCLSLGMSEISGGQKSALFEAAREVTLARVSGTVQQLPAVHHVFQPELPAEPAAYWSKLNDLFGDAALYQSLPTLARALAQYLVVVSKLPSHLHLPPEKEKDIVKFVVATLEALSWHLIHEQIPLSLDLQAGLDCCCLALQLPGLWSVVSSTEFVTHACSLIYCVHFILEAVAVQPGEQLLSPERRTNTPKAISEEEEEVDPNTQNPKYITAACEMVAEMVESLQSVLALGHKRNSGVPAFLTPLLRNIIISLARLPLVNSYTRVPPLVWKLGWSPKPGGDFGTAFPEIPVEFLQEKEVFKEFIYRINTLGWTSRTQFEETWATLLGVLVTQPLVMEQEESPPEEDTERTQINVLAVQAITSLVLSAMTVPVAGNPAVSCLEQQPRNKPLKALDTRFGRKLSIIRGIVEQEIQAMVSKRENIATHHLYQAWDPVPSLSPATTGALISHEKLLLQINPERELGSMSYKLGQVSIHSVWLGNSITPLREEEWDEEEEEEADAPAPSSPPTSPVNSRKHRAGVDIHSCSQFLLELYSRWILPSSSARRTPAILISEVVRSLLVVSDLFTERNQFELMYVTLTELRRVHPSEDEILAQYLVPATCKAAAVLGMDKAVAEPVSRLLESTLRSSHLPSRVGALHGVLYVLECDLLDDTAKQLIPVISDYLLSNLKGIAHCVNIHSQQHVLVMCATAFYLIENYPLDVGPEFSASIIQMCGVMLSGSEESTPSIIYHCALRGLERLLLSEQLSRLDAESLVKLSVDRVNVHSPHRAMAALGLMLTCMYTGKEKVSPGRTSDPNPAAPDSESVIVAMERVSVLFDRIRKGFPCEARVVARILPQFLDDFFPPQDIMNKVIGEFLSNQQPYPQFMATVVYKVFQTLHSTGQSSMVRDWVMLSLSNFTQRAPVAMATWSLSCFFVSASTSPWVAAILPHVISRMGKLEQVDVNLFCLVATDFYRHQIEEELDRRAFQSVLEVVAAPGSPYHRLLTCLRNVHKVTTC
Pf apPOL block: Pf-apPOL inhibitors, biochemical, fluorescence. Recombinant Pf-apPOL, molecular beacon fluorescence, 1.5 h. inhibition, % at 10 µM. hit rate 0.25% among 210,000. AID 1794808, 2022
* = called active by the depositor; i = inactive; nt = no result given; & = joins results of further samples. Rule as the data show it: active = inhibition above about 50%; inactive = the rest.

No. | Molecule | mHTT CaM bind | Pf apPOL block
1 | Cc1cc(C2CCCN2C(=O)c2cc(C(F)(F)F)nn2C)on1 (configuration not stated) | -2 | 0
2 | CCOc1ccccc1C1N=C(c2ccc3c(c2)OCO3)CC(c2ccccc2O)N1 (configuration not stated) | 6 | -2
3 | CC(=O)NCC(=O)NC(C(=O)Nc1ccc2c(c1)OCO2)c1ccccc1 (configuration not stated) | -4 | -7
4 | O=C(Cn1cnc([N+](=O)[O-])n1)c1ccccc1 | -2 | -1
5 | Cc1ccc(C)c(N2CCN(C(=O)c3ccc(-c4cncnc4)nc3)CC2)c1 | 24 | -2
6 | C=CCc1c(C)nc2nc(SCC(=O)Nc3ccccc3Cl)nn2c1C | 11 | -8
7 | CCCN(CCC)C(=O)Cn1ccc(=N)c2ccccc21 | -4 | -16
8 | O=c1[nH]c(SCc2ccc(Cl)cc2)nc2c1CSC2 | nt | 2
9 | Cc1c(C(=O)NCc2ccc3c(c2)OCO3)oc2ccccc12 | -14 | -1
10 | O=C1CC(N2CCc3ccccc32)C(=O)N1c1ccc(F)cc1 (configuration not stated) | 3 | -7
11 | CCN(CC)C(=O)c1ccc(CN2C(=O)COc3ccc(C)cc32)cc1 | 16 | -2
12 | CC(C)NC(=O)N1CCCC1c1nc(-c2cccc(C(F)(F)F)c2)no1 (configuration not stated) | 1 | -2
13 | O=C(Nc1ccc(Oc2ccc(Cl)cc2)cc1)c1cncc(Br)c1 | 4 | -4
14 | O=C(Nc1cccc(F)c1)c1csc(-c2ccc(N3CCCCC3)nc2)n1 | -8 | 0
15 | COc1ccc(-c2cnnn2-c2ccc(NC(=O)c3ccco3)cc2)cc1OC | 12 | -2

No new results follow: entries from further up.
No. | Molecule | mHTT CaM bind | Pf apPOL block
14 | O=C(Nc1cccc(F)c1)c1csc(-c2ccc(N3CCCCC3)nc2)n1 | -8 | 0
15 | COc1ccc(-c2cnnn2-c2ccc(NC(=O)c3ccco3)cc2)cc1OC | 12 | -2

The results go on:
No. | Molecule | mHTT CaM bind | Pf apPOL block
16 | CCOc1cc(N2CCOCC2)c(OCC)cc1NC(=O)c1cccs1 | nt | -8
17 | O=C(Nc1ccc2c(c1)CN(Cc1ccccc1F)C(=O)CO2)C1CCCC1 | 8 | 0
18 | COCCNC(=O)C1CCN(S(=O)(=O)c2ccc(C)cc2)CC1 | -3 | -6
19 | CC(C)CCNC(=O)C1CCN(c2nn3c(=O)c4c(nc3s2)CCCC4)CC1 | 9 | -4
20 | N#C/C(=C\c1ccc(N2CCCCC2)c([N+](=O)[O-])c1)c1nn(-c2ccccc2)c(N)c1C#N | 21 | 0
21 | O=C(c1ccc(CSc2ccc(Cl)cc2)o1)N1CCOCC1 | nt | -22
22 | COc1cc(NC(=O)/C=C/c2ccc(Cl)cc2)c(OC)cc1Br | 11 | -6
23 | COc1cccc(NC(=O)c2ccnc(N3CCC(C(=O)Nc4ccc(F)cc4)CC3)c2)c1 | -3 | 1
24 | CC(C)NC(=O)c1cncc(-c2ccccc2Br)c1 | 10 | 8
25 | CC1C(c2ccccc2)OC(=NS(=O)(=O)c2ccc(Cl)cc2)N1C (configuration not stated) | nt | -2
26 | C=C(C)COc1ccc2c3c(c(=O)oc2c1)CCC3 | -23 | -4
27 | Cc1ccc(CN2CCCn3nc(C(=O)N4CCN(c5ccccc5)CC4)cc3C2=O)cc1 | 16 | 1
28 | CCN(CC)S(=O)(=O)c1ccc2nc(NC(=O)c3ccc4ccccc4n3)sc2c1 | 3 | -7
29 | COc1ccc(C(=O)Nc2ccc3c(c2)OCCO3)cc1OC | 5 | -2
30 | CC(=O)Nc1ccc(C(=O)NC(C)c2ccc(F)cc2)c(N2CCCCC2)c1 (configuration not stated) | 43 | -3
31 | CC1CCCN(c2nc3c(c(=O)[nH]c(=O)n3C)n2CCSc2ncccn2)C1 (configuration not stated) | 3 | -3
32 | COc1ccc(OC)c(NC(=O)C2Oc3ccccc3NC2=O)c1 (configuration not stated) | 34 | 0
33 | O=C(O)c1ccc(CS(=O)(=O)c2ccc(C(F)(F)F)cn2)o1 | nt | -4
34 | O=C(NCc1cccs1)c1cc2nc(-c3cccs3)cc(C(F)(F)Cl)n2n1 | -3 | -3
35 | O=C1CSC(c2ccccc2)N1c1cccc(Cl)c1 (configuration not stated) | -13 | -1
36 | COc1ccc(Oc2coc3cc(OC(=O)C4CCCCC4)ccc3c2=O)cc1 | 0 | -12
37 | S=c1[nH]nc(-c2cccs2)n1/N=C/c1ccco1 | i | nt
38 | CCN(CC)S(=O)(=O)c1ccc2c(c1)OCCO2 | -3 | 4
39 | COc1cc(-c2noc(C)n2)ccc1OCc1ccc(C)cc1 | -6 | 2
40 | Cc1cccc(C(=O)N2CCN(c3nc4ccccc4n(CC(C)C)c3=O)CC2)c1 | -13 | -3
41 | O=C1C(=Cc2ccc(N3CCOCC3)o2)C(=O)c2ccccc21 | 14 | 24
42 | C=CCn1c(N)c(C(=O)NN=Cc2cccs2)sc1=S | nt | 16
43 | Cc1ccc(-n2nc3c(c2NC(=O)c2ccc(Br)cc2)CS(=O)C3)cc1 (configuration not stated) | 10 | 3
44 | O=C(C1CCCN(c2ccncc2)C1)N1CCCCC1 (configuration not stated) | -8 | -4
45 | O=C1OCc2cc(NS(=O)(=O)c3ccc(Br)s3)ccc21 | 1 | nt

Of the compounds above, six contain two or more sulfur atoms.
No. | Molecule | mHTT CaM bind | Pf apPOL block
8 | O=c1[nH]c(SCc2ccc(Cl)cc2)nc2c1CSC2 | nt | 2
28 | CCN(CC)S(=O)(=O)c1ccc2nc(NC(=O)c3ccc4ccccc4n3)sc2c1 | 3 | -7
34 | O=C(NCc1cccs1)c1cc2nc(-c3cccs3)cc(C(F)(F)Cl)n2n1 | -3 | -3
37 | S=c1[nH]nc(-c2cccs2)n1/N=C/c1ccco1 | i | nt
42 | C=CCn1c(N)c(C(=O)NN=Cc2cccs2)sc1=S | nt | 16
45 | O=C1OCc2cc(NS(=O)(=O)c3ccc(Br)s3)ccc21 | 1 | nt

(continued)
No. | Molecule | mHTT CaM bind | Pf apPOL block
46 | CN(C(=O)c1oc(=O)c2ccccc2c1-c1ccccc1)c1ccc(Br)cc1 | 23 | -2
47 | COCCCNC(=O)c1cc2c(=O)n3ccccc3nc2n(CCCO)c1=N | 10 | 0
48 | CCOC(=O)c1sc(NC(=O)CN(C)S(C)(=O)=O)c(C#N)c1C | -13 | -1
49 | COc1ccc(-c2ncc3c(n2)CCN(C(=O)c2cccc(OC)c2)C3)cc1 | 11 | 8
50 | COc1ccc(N2CCN(CCCNC(=O)C3CCN(c4ccncc4)CC3)CC2)cc1 | 12 | -6
51 | CNC(=O)Cc1csc(NC(=O)Cc2cc(=O)[nH]c(SCc3ccccc3F)n2)n1 | -4 | 4
52 | O=C(Nc1cc(F)ccc1F)C(=O)NC1CC1 | -2 | -3
53 | CCn1cnnc1C1CCCN(Cc2cccc3[nH]ccc23)C1 (configuration not stated) | 37 | -2
54 | COc1ccc(Cn2c(Cl)cc(=O)[nH]c2=O)cc1[N+](=O)[O-] | -1 | -2
55 | CCCc1cc(=O)n2[nH]c(C)c(-c3ccc(Cl)cc3)c2n1 | 36 | -2
56 | COc1ccc(N(CC(=O)Nc2ccc(Cl)cc2C)S(C)(=O)=O)c(OC)c1 | 8 | -10
57 | CC1C(=O)N(c2cccc(Br)c2)CCN1C(=O)C(C)(C)C (configuration not stated) | -4 | -7
58 | O=C(CSc1nc2ccccc2s1)N1CCc2ccccc2C1 | -14 | -7
59 | COc1ccc(NC(=O)c2sc3nc(C)nc(N4CCCCC4C)c3c2C)c(OC)c1 (configuration not stated) | 11 | -4
60 | Cc1cc(NC(=O)N2CCC(c3nc(C(=O)N(C)C)c(C)o3)CC2)ccc1Br | 6 | 2
61 | CCS(=O)(=O)N1CCN(C(=O)c2ccc(OC)cc2)CC1 | 3 | -20
62 | C=CCN(c1ccccc1)S(=O)(=O)c1cc(Br)cc2c1N(C(=O)CC)CC2 | 6 | -2
63 | Cc1cc(=O)oc2c(C)c(O)ccc12 | -8 | -1
64 | CC(=O)N=Cc1c(C)c(C#N)c(=O)n(C)c1O | 0 | nt
65 | Cc1ccc(C2C3=C(CCCC3=O)Nc3ncnn32)cc1 (configuration not stated) | -11 | -3
66 | Cn1cnc2c1c(=O)n(Cc1c(Cl)cccc1Cl)c(=O)n2C | -7 | 1
67 | Cc1cccc(N2CCN(c3ncnc4c3nc3n4CCCCC3)CC2C)c1 (configuration not stated) | 28 | -5
68 | COc1ccc(N/C(C)=C/C(=O)Nc2ccccc2)cc1 | 1 | 5
69 | CCOC(=O)CNC(=O)N1CCCCCC1c1ccc(C)cc1 (configuration not stated) | -2 | -5
70 | O=C1c2cccc3c2[C@H](CCC3)CN1[C@@H]1CN2CCC1CC2 | nt | -2
71 | C#CCSc1nnc(-c2sc3ccccc3c2Cl)o1 | -3 | 5
72 | COc1cccc(NC(=O)Nc2ccccc2NC(=O)c2ccccc2Cl)c1 | -9 | -9
73 | CN1CCN(c2ccc([N+](=O)[O-])cc2C(=O)N2CCOCC2)CC1 | -3 | -14
74 | Cc1ccc(S(=O)(=O)Nc2cccc(NS(=O)(=O)c3ccc(C)cc3)n2)cc1 | -3 | 1
75 | Cc1ccc(CC(=O)N2CCc3c(c(-c4nc(-c5cccc(F)c5)no4)nn3C)C2)cc1 | 9 | -5
76 | Cc1cc(S(=O)(=O)NC2CCCCC2)c(C)s1 | -9 | nt
77 | CC(C)NC(=O)c1cc(-c2ccc3c(c2)OCO3)on1 | -6&2 | -4&-6
78 | CCC(=O)Oc1ccc(NC(=O)c2ccc(S(=O)(=O)N3CCCC3)cc2)cc1 | -7 | -2
79 | CCOc1ccccc1NC(=O)CCCc1ccccc1 | -22 | -9
80 | Cc1ccc(-n2cnc(C(=O)NC(C)C)n2)cc1 | 5 | -2
81 | CCCc1nc(-c2ccnc(N3CCOCC3)c2)no1 | -11 | 1
82 | O=C1OCCN1C(=O)[C@H]1[C@H](c2ccc([N+](=O)[O-])cc2)C(c2ccccc2)=NN1c1ccccc1 | 47 | -1
83 | Cc1ccc(C(=O)Nc2c3c(nn2-c2cc(C)cc(C)c2)CSC3)cc1 | 1 | -2
84 | COc1nccnc1NC1CCN(C(=O)c2cnn3cccnc23)CC1 | 0 | -1
85 | CCCCN(C1CCS(=O)(=O)C1)S(=O)(=O)c1ccc(Br)cc1 (configuration not stated) | -4 | 0
86 | COc1cc(CN2CCN(Cc3ccc(OC)c(OC)c3OC)CC2)cc(OC)c1OC | -6 | 0
87 | CCOC(=O)c1c(NC(=O)c2ccc(C(C)(C)C)cc2)nc(SC)n1-c1ccccc1OC | nt | -14
88 | COc1ccc(C=Nc2cc(C)ccc2C)cc1OC | 0 | -5
89 | O=C(c1ccc(Cn2cc([N+](=O)[O-])cn2)cc1)N1CCSCC1 | -3 | -2
90 | CCOc1ccccc1/C=c1\sc2nc(-c3ccc(Br)cc3)nn2c1=O | 0 | 8

Overlap with the part before: 6 compounds; new compounds follow.
No. | Molecule | mHTT CaM bind | Pf apPOL block
85 | CCCCN(C1CCS(=O)(=O)C1)S(=O)(=O)c1ccc(Br)cc1 (configuration not stated) | -4 | 0
86 | COc1cc(CN2CCN(Cc3ccc(OC)c(OC)c3OC)CC2)cc(OC)c1OC | -6 | 0
87 | CCOC(=O)c1c(NC(=O)c2ccc(C(C)(C)C)cc2)nc(SC)n1-c1ccccc1OC | nt | -14
88 | COc1ccc(C=Nc2cc(C)ccc2C)cc1OC | 0 | -5
89 | O=C(c1ccc(Cn2cc([N+](=O)[O-])cn2)cc1)N1CCSCC1 | -3 | -2
90 | CCOc1ccccc1/C=c1\sc2nc(-c3ccc(Br)cc3)nn2c1=O | 0 | 8
91 | COc1cc(C=C2Oc3c(CN4CCN(CCO)CC4)c(O)cc(C)c3C2=O)cc(OC)c1OC | -3 | -28
92 | Clc1ccc2oc(-c3cc4c(cc3Br)OCO4)nc2c1 | -4 | -2
93 | COc1ccc(NC(=O)c2cn(Cc3ccccc3)nc2OCc2ccccc2)c(OC)c1 | -13 | -1
94 | COc1ccc(-c2cc(C(F)(F)F)n3ncc(C(=O)NCc4ccccc4)c3n2)cc1OC | -4 | -6
95 | CC(C)(C)c1ccc(/C=C2/N=C(c3ccc([N+](=O)[O-])cc3)OC2=O)cc1 | 3 | 1
96 | Cc1cc(C)cc(N2CCC(NC(=O)Cc3cccs3)C2=O)c1 (configuration not stated) | -3 | 8
97 | CC(=C\c1ccc2c(c1)OCO2)/C=C1/N=C(c2ccc(Cl)cc2)OC1=O | 6 | -5
98 | O=C(NC1CCN(c2ccc(F)cc2)C1=O)c1ccc2c(c1)OCO2 (configuration not stated) | 1 | 3
99 | O=C(Cc1ccc(F)cc1)Nc1ccc(Br)cc1F | 0 | -10
100 | O=C1NC(=O)[C@H]2[C@@H]1[C@@H](C(=O)c1ccccc1)N1c3ccccc3C=C[C@H]21 | 58* | nt
